Compound activity as filed in PubChem BioAssay.
GSK3 alpha inh – blockers of GSK3A enzyme activity – biochemical, luminescence, cell-free homogeneous, HTS, primary screen; inhibition, % at 10 µM; 0.1% of 320,000 active; Glycogen synthase kinase-3 alpha (Homo sapiens), P49840; GSK-3 alpha kinase, ADP-Glo luminescence, 60 min;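 in the data active = inhibition above about 50%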;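 also: GST-tagged GSK-3 alpha with peptide substrate and 25 µM ATP; 0% = DMSO neutral wells and 100% = GW8510 positive control wells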
Target sequence (P49840 whole entry, looked up): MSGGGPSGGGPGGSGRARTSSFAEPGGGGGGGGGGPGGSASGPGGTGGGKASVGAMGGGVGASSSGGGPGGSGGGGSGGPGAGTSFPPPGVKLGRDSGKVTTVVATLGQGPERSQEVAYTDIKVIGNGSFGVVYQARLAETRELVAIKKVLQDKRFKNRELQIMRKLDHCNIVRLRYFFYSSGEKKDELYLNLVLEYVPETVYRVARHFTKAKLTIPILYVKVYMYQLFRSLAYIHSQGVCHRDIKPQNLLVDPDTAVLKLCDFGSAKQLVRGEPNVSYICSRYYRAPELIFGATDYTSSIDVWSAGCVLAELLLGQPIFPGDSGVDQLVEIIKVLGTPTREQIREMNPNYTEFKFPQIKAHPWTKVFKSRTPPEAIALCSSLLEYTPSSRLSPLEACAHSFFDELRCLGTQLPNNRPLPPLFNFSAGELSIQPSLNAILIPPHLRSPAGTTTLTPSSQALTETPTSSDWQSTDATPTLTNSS
Platelet DG rel – inhibitors of platelet dense granule secretion, primary screen, cell-based, MLPCN, human platelets | inhibition, %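 (compounds screened at 7.5 µM in platelet-rich plasma)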 | human platelet-rich plasma, SFLLRN dense granule ATP release, luminescence | 0.22% of 300,000 active;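 active = mean replicate score, as percent of positive control, at or above 50; inconclusive = mean below 50 but at least one replicate at or above 50; inactive = mean and every replicate below 50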
HSF1 activator – HSF-1 activators, primary screen, NIH3T3-HGL cells, MG132 stress, luminescence, single point. NIH3T3-HGL HSF-1 luciferase reporter, 8 h; 100% = twice DMSO control signal. AID 504408, 2011. 1.7% of 300,000 active. activation, % at 9 µM;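 active = mean replicate activation of at least 50% with a set share of replicates each reaching 50%; inconclusive = only one of those two conditions met; inactive = mean below 50% and too few replicates reaching it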;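 also: 0% = median of the neutral control wells and 100% = twice that signal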
aSyn 5UTR inh – MLPCN primary screen, SNCA 5' untranslated region | alpha-synuclein 5'UTR reporter, inhibitor activity | inhibition, % (tested at 7.5 µM) | 0.82% of 300,000 active; in the data active = inhibition above about 60%; inconclusive = no clear call, values can overlap the other calls;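 also: H4 neuroglioblastoma cells stably carrying SNCA 5'UTR luciferase fusion; 0% = DMSO wells and 100% = positive control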
IEC-6 tox – cytotoxicity in IEC-6 intestinal epithelial cells, primary screen, cytotoxicity control for KLF5 inhibitor project, cell-based, luminescence; inhibition, % at 5 µM; IEC-6 cytotoxicity, luminescence viability; 0.78% of 290,000 active; in the data active = inhibition above about 22%;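 also: 0% = plate median of test compound wells and 100% = cytotoxic reference compound wells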
DYRK1A inh – rat Dyrk1A kinase inhibitors, primary screen, biochemical, single point, plate reader | ADP-Glo luminescence, NFATc1 peptide | inhibition, % at 12.5 µM | 0.43% of 310,000 active | AID 504441, 2011; in the data active = inhibition above about 50%;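 also: plate controls were vehicle with enzyme for no effect and no enzyme for full effect; many of its hits are not listed in these tables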
HSF1 inh – HSF1 inhibitors in luciferase reporter cells, primary screen, cell-based, NIH3T3, luminescence. NIH3T3-HGL HSE-luciferase, MG132-induced, luminescence 8 h; active compounds read low. activity change, negative = inhibition, % at 7.5 µM (by protocol). 0.77% of 300,000 active. AID 2098, 2009;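 active = more than half of replicate wells show activity change below -50%, luminescence cut by over half; inconclusive = some wells, but at most half, below -50%; inactive = no replicate well below -50%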;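 also: luciferase reports HSF-1 transcriptional activity via heat shock element; 0% = median of DMSO wells and -100% = zero luminescence signal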
KLF5 inhibitor – KLF5 expression inhibitors, primary screen, DLD-1 cells, luminescence; DLD-1 KLF5 promoter-luciferase reporter; inhibition, % at 5 µM; 0.23% of 290,000 active;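 active = inhibition above a per-plate limit of that plate's mean compound inhibition plus 3 SD, cut at about 60% in these data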;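 also: 0% = DMSO wells and 100% = LY294002 at 200 µM; higher means less KLF5 promoter-driven luciferase light; inactives centre near -14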
GSK3beta inhib – human GSK3beta kinase inhibitors, primary screen, biochemical, cell-free homogeneous, HTS; GST-GSK3beta kinase, ADP-Glo luminescence, 60 min; active compounds read low; activity score (negative = inhibition), % at 10 µM; 0.038% of 300,000 active; Glycogen synthase kinase-3 beta (Homo sapiens), P49841;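 active = more than half of replicate wells score below -50%, meaning over 50% inhibition versus plate controls; inconclusive = some replicates but at most half score below -50%; inactive = no replicate scores below -50%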;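 also: 0% = median DMSO wells and -100% = median GW8510 positive control wells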
Target sequence (P49841 whole entry, looked up): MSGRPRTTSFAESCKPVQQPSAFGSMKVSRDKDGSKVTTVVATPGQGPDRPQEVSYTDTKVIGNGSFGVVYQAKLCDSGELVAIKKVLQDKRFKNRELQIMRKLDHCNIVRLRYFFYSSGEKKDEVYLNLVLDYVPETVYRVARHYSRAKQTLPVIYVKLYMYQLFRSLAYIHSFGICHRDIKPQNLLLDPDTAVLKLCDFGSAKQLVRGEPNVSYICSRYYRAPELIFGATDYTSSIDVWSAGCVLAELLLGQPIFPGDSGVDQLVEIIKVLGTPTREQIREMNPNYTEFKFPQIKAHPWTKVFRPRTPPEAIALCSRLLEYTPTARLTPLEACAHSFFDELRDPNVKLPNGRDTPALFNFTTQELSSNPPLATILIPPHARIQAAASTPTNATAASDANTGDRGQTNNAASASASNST
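test system = GST-tagged human GSK3beta kinase, cell-free | reagent = 25 µM ATP with peptide substrate | dosing = one dose of 10 µM per compound | schedule = 60 min reaction, RT | detection = luminescent ADP-Glo measurement of ADP formed | control set = DMSO neutral wells and GW8510 at 20 µM as positive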
HSP90 inh – HSP90 inhibitors, primary screen, cell lysate, luminescence. Heat shock protein HSP 90 (rabbit reticulocyte lysate; luciferase refolding). Rabbit reticulocyte lysate, luciferase refolding luminescence, 3 h. inhibition, % at 5.6 µM. 0.91% of 290,000 active;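 active = inhibition above the screen-wide mean plus 3 SD, computed separately per campaign, cut at about 16% in these data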;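 also: 0% = DMSO wells and 100% = 60 µM geldanamycin wells; inhibitors lower the luminescence because luciferase stays unfolded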
The depositor's hits bear a star; u = inconclusive; x = not tested or not shown. The list is partial; count on the stated rates, not on these rows.

SMILES | GSK3 alpha inh | Platelet DG rel | HSF1 activator | aSyn 5UTR inh | IEC-6 tox | DYRK1A inh | HSF1 inh | KLF5 inhibitor | GSK3beta inhib | HSP90 inh
Cc1ccc2nccc(C(=O)N3CCCC(N4CCN(c5ccc(F)cc5)CC4)C3)c2c1 (centres undefined) | 1 | 7 | 0 | -5 | -3 | -8 | -4 | -11 | 1 | -4
O=c1[nH]n(-c2ccccc2Cl)c(=O)c2ccccc12 | -2 | -3 | 5 | 10 | -1 | x | -2 | -60 | 0 | 1
CCCC(=O)OC/C(O)=C(\C#N)c1nc2ccccc2[nH]1 | 0 | -2 | 12 | 10 | 2 | -6 | 0 | -26 | -3 | -1
COC(=O)c1ccc2c(=O)sc(N3CCC(C(N)=O)CC3)nc2c1 | 3 | -4 | 14 | -4 | 2 | 4 | -5 | -26 | -1 | 3
OC(CNc1nc(C(F)(F)F)nc2ccccc12)c1ccccc1 (centres undefined) | 5 | -2 | -13 | 5 | 6 | 37 | -6 | -2 | 2 | 2
COc1ccc(C(=O)Nc2ccc(S(=O)(=O)Nc3nccnc3OC)cc2)cc1 | 1 | -3 | -3 | 22 | 0 | 1 | -3 | -21 | 0 | -4
CS(=O)(=O)Nc1ccccc1C(=O)Nc1ccccc1Cl | -1 | 1 | -11 | 5 | -2 | -5 | -1 | -9 | 0 | 1
COc1ccccc1NC(=S)N(Cc1cccnc1)Cc1ccccc1Cl | -1 | -3 | -1 | 4 | -10 | -4 | -4 | -9 | 1 | -2
Cc1ccc(C(=O)NC(=S)NCCN2CCOCC2)cc1 | -1 | 10 | 15 | -49 | 2 | 2 | -7 | -30 | -2 | 2
CCCCN1C(=O)c2ccc(C(=O)NCc3ccco3)cc2C1=O | -1 | -32 | -4 | -14 | 1 | -4 | -1 | -11 | -1 | 1
O=C(Nc1ccc(Cl)cn1)c1ccc2c(Cl)c3c(nc2c1)CCC3 | -2 | 2 | -62 | -50 | -4 | -4 | u | -127 | 2 | -3
CCC/C=N/NC(=O)c1ccccc1O | 1 | -20 | -6 | -24 | 1 | -3 | -5 | -14 | -1 | 3
CCn1c(SCC(=O)N2CCc3ccccc3C2)nc2c1c(=O)n(C)c(=O)n2C | -4 | -8 | -4 | 0 | -12 | -1 | 3 | -25 | 1 | -5
CCO[C@@H]1OC(C(=O)N2CCOCC2)=C[C@H](c2ccccc2)[C@H]1CCCO | -1 | -12 | 8 | -20 | 2 | 2 | 2 | -5 | 1 | 6
C/C(=N\NC(=O)CCCOc1ccc(Cl)cc1C)c1ccc(C)o1 | -2 | -2 | 6 | -9 | -8 | -1 | 5 | -15 | -1 | 1
N/C(=N\O)c1ccc(Oc2ccccc2Cl)c([N+](=O)[O-])c1 | 1 | 3 | -1 | -20 | -4 | 8 | -13 | -28 | -5 | 0
CC(C)(C)c1ccc2c(c1)N(CC(=O)O)C(=O)CO2 | -3 | -1 | -4 | 38 | 2 | -5 | 2 | -7 | 2 | 1
CCCn1c(NCc2ccccn2)nc2ccccc21 | -5 | 12 | -2 | -4 | 4 | -4 | -1 | 21 | 2 | 2
Cc1cc(C)nc(N/N=C/C2=C(O)CC(c3ccccc3)CC2=O)n1 (centres undefined) | -4 | -3 | 3 | 53 | 11 | x | -9 | 27 | 0 | 0
Cc1c(N=c2c(=O)c3ccccc3c2=O)c(=O)n(-c2ccccc2)n1C | 4 | 0 | 42 | -140 | x | x | 40 | x | -5 | x
Nc1sc2c(c1C(=O)NC1CCS(=O)(=O)C1)CCCC2 (centres undefined) | 0 | 7 | -41 | -7 | -2 | 4 | -30 | -33 | 2 | -2
Cc1noc(C)c1S(=O)(=O)Nc1ccc(C#N)cc1 | 0 | -26 | -7 | -5 | -7 | -1 | -3 | -26 | 1 | 0
CCCOc1ccc(CC(=O)NCC2(c3ccccc3)CCOCC2)cc1OC | -1 | 10 | 2 | 9 | -2 | 5 | -4 | -7 | -3 | -6
CCC1(c2ccccc2)NC(=O)N(CC(=O)N(C)CC(=O)Nc2cccc(F)c2)C1=O (centres undefined) | 0 | 9 | 0 | 2 | -3 | -7 | -2 | -24 | 0 | 1
CC(=O)Nc1ccc(NC(=O)c2c(C)noc2C)cc1 | -3 | 3 | -1 | -14 | -1 | -6 | -3 | -23 | -24 | -4
Cc1ccc(CN(c2ccc(C(=O)N3CCOCC3)cc2)S(C)(=O)=O)cc1 | 0 | -1 | -31 | 4 | 0 | -3 | -25 | -7 | -2 | 2
CCOC(=O)C1(Cc2cccc(F)c2)CCN(C(=O)c2cnc(C)cn2)CC1 | -2 | 0 | -1 | -11 | 9 | 1 | 3 | -19 | 2 | 5
CCOCCCNC(=O)CCC(=O)NNc1nc2ccccc2c2nc(-c3ccccc3)nn12 | x | 11 | 30 | -9 | 13 | -7 | 7 | 2 | -1 | 3
Cn1c(CNc2ccc(Br)cc2)nc2ccccc21 | -3 | 4 | 115* | -172 | 0 | 1 | 80 | -176 | -2 | -4
O=C(CCNC(=O)c1ccc(Cl)cc1)Nc1cccc(S(=O)(=O)N2CCCCCC2)c1 | -2 | 0 | 28 | 7 | x | 4 | 11 | x | 0 | x
Cc1nonc1NC(=O)CSc1nc(C2CCCCC2)nc2ccccc12 | 1 | -4 | 36 | 8 | -1 | -3 | 30 | -17 | 0 | -1
Cc1[nH]n(C(N)=S)c(=O)c1N=Nc1cc(-c2ccc(Br)cc2)[nH]n1 | 0 | 16 | 27 | -46 | 1 | 17 | 14 | -16 | -2 | 13
COc1ccc(NCN2C(=O)CCC2=O)cc1 | -2 | -11 | 22 | -20 | 4 | -22 | 4 | -9 | 0 | -1
NC(=O)c1cnn2c(-c3ccc(Cl)cc3Cl)ccnc12 | -2 | 3 | 4 | 2 | 8 | 4 | 3 | -4 | 0 | -1
Cc1cccc2sc(NC(=O)Cn3cccc3)nc12 | -1 | 6 | 9 | -4 | -4 | 13 | 1 | -15 | 0 | -3
O=S(=O)(c1ccc(Br)s1)N1CCN(c2ccc(F)cc2)CC1 | 0 | 7 | 17 | -8 | -1 | -2 | -1 | 4 | -1 | 0
CCCN(CC(=O)Nc1ccc(F)c(F)c1F)C(=O)c1cc([N+](=O)[O-])ccc1N1CCOCC1 | 0 | 2 | -8 | -1 | x | 1 | -3 | x | -2 | x
FC(F)C(F)(F)C(F)(F)C(F)(F)c1cc(-c2ccccc2)n[nH]1 | x | 7 | 19 | 2 | 0 | 4 | 2 | -25 | 2 | -4
Clc1cccc(Cl)c1CSc1nnc(CN2CCOCC2)n1-c1ccccc1 | 16 | 4 | 29 | 12 | 4 | 2 | -1 | -39 | 7 | -1
COc1ccc(C(=O)Nc2ccc(NC(=O)CSc3nnc(-c4ccncc4)n3C)cc2)cc1 | -2 | -3 | 15 | 24 | -1 | -2 | 1 | -29 | 4 | 0
Cc1cccc(C(=O)N2CCN(c3ncnc4c3cnn4-c3ccccc3)CC2)c1 | 0 | -1 | -20 | 24 | -4 | 7 | 6 | -5 | -1 | -7
CC(C(=O)OCC(=O)Nc1ncc(Cl)cc1Cl)N1C(=O)c2ccccc2C1=O (centres undefined) | 3 | x | x | x | -5 | 14 | x | -8 | x | 0
c1ccc(CN2CCC(Nc3nc(-c4cccs4)nc4ccccc34)CC2)cc1 | -1 | 2 | 26 | 62* | 15 | 20 | 16 | -13 | 1 | 5
COc1ccccc1C(=O)NCCn1ccc2ccccc21 | -2 | 7 | -8 | -25 | 2 | 11 | 2 | -20 | 1 | 3
CCn1c(-c2cccn(Cc3ccccc3)c2=O)n[nH]c1=S | -1 | 3 | 0 | 2 | -5 | 0 | -1 | -12 | -6 | 3
O=S1(=O)N=C(Nc2ccc(N3CCOCC3)cc2)c2ccccc21 | 1 | 7 | -39 | 7 | 0 | -3 | -20 | -54 | -1 | -3
COc1ccc(COC(=O)Nc2cn(C)nc2C(F)(F)F)cc1 | -4 | 7 | 7 | -13 | -3 | -1 | -4 | -6 | 0 | -2
O=C(COC(=O)C1CCCCC1)Nc1cc([N+](=O)[O-])ccc1F | -1 | 12 | -7 | 8 | 8 | 2 | -8 | -13 | 5 | -1
Cc1nn(C)cc1NC(=O)Cn1nc(C(F)(F)F)cc1C1CC1 | -3 | -9 | 23 | 1 | -3 | -2 | 3 | -7 | -6 | -3
CC(=O)N1CC(C)Sc2ccc(S(=O)(=O)NCc3ccccc3Cl)cc21 (centres undefined) | -3 | 9 | 4 | 1 | 3 | 5 | 1 | -29 | 5 | 1
Cc1ccc(C(=O)C(C)N(C(=O)c2ccc(Cl)cc2Cl)N2C(=O)CCCC2=O)cc1 (centres undefined) | -1 | 5 | -5 | -12 | -1 | -10 | -6 | -15 | 0 | -1
Cc1ccccc1-c1nnn(Cc2ccc(-c3nn[nH]n3)cc2)n1 | 0 | 6 | 11 | -10 | 6 | 13 | 2 | -47 | 0 | 1
Cc1ccccc1NC(=S)N(Cc1cccnc1)Cc1ccccc1Cl | -1 | 16 | 6 | 1 | -1 | x | 7 | -6 | 3 | -4
CCCCn1c(-c2cccc(Br)c2)nc2cc3[nH]c(=O)c(C(C)C)nc3cc21 | -2 | -2 | 2 | 9 | -1 | -2 | 8 | -31 | 0 | -3
Cc1cccc(CC2S/C(=N/N=C/c3ccco3)NC2=O)c1 (centres undefined) | 1 | 2 | 46 | -8 | -2 | -2 | 20 | 10 | -3 | 1
Cn1cc(Br)c(-c2cccc(NC(=O)CCC(=O)O)c2)n1 | -1 | 2 | -7 | 0 | 12 | x | -3 | -32 | -1 | 1
O=P(c1ccccc1)(c1ccccc1)c1cc(Br)cc(Br)c1OCCO | -1 | -4 | 9 | 29 | 0 | 0 | 6 | -37 | 1 | -2
CCCCN(C)CCCNC(=O)c1ccc2c(c1)N(CC)C(=O)c1ccccc1S2=O (centres undefined) | -1 | 7 | -1 | -4 | -1 | -4 | 0 | -27 | 2 | -5
CCOC(=O)C1CCN(C(=O)CCNS(=O)(=O)c2cc(Br)cnc2N)CC1 | -1 | -4 | 38 | -7 | 1 | 3 | 7 | -8 | 2 | -4
CNC(=S)N(C1=NCC(c2ccc([N+](=O)[O-])cc2)S1)c1ccccc1 (centres undefined) | 1 | -4 | u | -17 | 4 | 0 | 27 | -47 | -1 | 11
COC(=O)c1ccccc1NC(=O)CN1C(=O)c2ccccc2S1(=O)=O | 3 | -2 | 28 | 8 | 2 | -4 | -8 | -17 | -1 | 0
